# Arr AP2 block: blocks beta-arrestin peptide binding to AP2 adaptin. inhibition, % at 10 µM. FITC-arrestin peptide / GST-AP2 beads, flow cytometry; AP2 beta2 appendage carries R879A mutation. AID 504490. actives 0.31% (n = 340,000);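 active means inhibition above a set limit, near 3 SD of compounds lacking own fluorescence, cut at about 54% in these data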;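 further: plate controls were DMSO wells for no effect and 5 µM unlabelled arrestin peptide for full effect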
#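 System: GST-AP2 R879A glutathione beads; medium: PBS, Tween 20 0.05%, BSA 0.1%; reagent: fluorescein-tagged arrestin peptide at 50 nM final; schedule: pre-incubation 12 min, peptide binding 1 h, room temperature; detection: flow cytometry, FL1 (488/535 nm); read-out: inhibition as reduced fluorescein signal on beads, percent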
# Cardiac RTF inh: cardiac RTF calcium desensitization; P19429+P45379; IANBD-labeled cardiac RTF, Ca2+ fluorescence; inhibition, % at 7.15 µM; actives 0.12% (n = 340,000); AID 493244;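 active means inhibition above the mean inhibition of all tested compounds plus 3 SD, cut at about 17% in these data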;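 further: assay run at fixed EC70 calcium of 1.6 mM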
# MOR-DOR ag: OPRM1-OPRD1 heterodimerization agonism | cells, luminescence | actives 0.3% (n = 340,000) | activation, % at 9.3 µM | P35372+P41143; in the data active means activation above about 18%;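 further: 0% = vehicle-treated cells and 100% = reference agonist; values of inactives mirror those of a sister screen read the other way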
# Keap1-Nrf2 PPI: inhibitors of human Keap1-Nrf2 protein-protein interaction | Q14145 | Keap1 Kelch-Nrf2 peptide fluorescence polarization, 1536-well | inhibition, % at 9.4 µM | actives 0.15% (n = 340,000) | AID 504523; in the data active means inhibition above about 12%;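 further: human Keap1 Kelch domain with fluorescein labeled Nrf2 9mer peptide probe; 0% = neutral control wells and 100% = peptide positive control; higher means more block of Keap1 binding to Nrf2 peptide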
# Target sequence (Q14145 whole entry, looked up, the tested form may be a part): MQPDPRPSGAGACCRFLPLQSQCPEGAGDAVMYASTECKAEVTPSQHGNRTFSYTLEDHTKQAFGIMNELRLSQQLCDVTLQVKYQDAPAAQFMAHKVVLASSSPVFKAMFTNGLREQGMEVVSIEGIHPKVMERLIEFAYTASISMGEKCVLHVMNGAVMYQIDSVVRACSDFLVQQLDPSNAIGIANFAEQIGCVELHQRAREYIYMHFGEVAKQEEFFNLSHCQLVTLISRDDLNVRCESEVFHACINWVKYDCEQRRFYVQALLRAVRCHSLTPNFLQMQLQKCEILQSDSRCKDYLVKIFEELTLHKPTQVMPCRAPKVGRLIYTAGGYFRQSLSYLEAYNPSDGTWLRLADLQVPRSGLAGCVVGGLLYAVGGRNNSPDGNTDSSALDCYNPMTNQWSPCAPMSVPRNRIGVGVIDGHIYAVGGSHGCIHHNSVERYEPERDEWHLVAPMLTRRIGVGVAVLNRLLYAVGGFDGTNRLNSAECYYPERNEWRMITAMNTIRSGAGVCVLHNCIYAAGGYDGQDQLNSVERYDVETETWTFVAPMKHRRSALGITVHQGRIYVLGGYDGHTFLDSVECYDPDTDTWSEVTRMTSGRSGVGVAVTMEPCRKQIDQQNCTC
# Wnt bcat act: activates Wnt/beta-catenin signaling in a reporter cell assay. activation, % at 9.35 µM. actives 1.2% (n = 300,000). activator, plate reader; in the data active means activation above about 30%, passing the limit was not always enough;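 further: 0% = neutral control wells and 100% = positive control wells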
# cardiac RTF act: increases calcium sensitivity of human cardiac regulated thin filaments | P19429+P45379 | IANBD-labeled TnC RTF fluorescence at EC20 calcium; 0% EC20 calcium, 100% full calcium | activation, % at 7.2 µM | actives 0.24% (n = 340,000);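 active means activation above the mean over all tested compounds plus 3 SD, cut at about 30% in these data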;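 further: rise in fluorescence read as greater calcium sensitivity of cardiac thin filaments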
# V-ATPase pH: yeast V-ATPase proton transport regulation by pHLuorin. actives 0.37% (n = 350,000). S. cerevisiae, pHLuorin cytosolic pH fluorescence. response, % at 10 µM; in the data active means response mostly above about 7.3%, no sharp cut-off; inactive means mostly below about 5.4%; further: actives read high; inactives centre near 0; some compounds called inactive have numbers as strong as hits; reference of the scale not given here
# DSG3 Ab inh: inhibitors of pemphigus antibody binding to human desmoglein-3; DSG3-coupled beads, scFv-anti-DSG3-GFP binding, flow cytometry; active compounds read low; binding (percent of control), % at 10 µM; actives 0.48% (n = 310,000); P32926;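 active means binding more than 3 SD below its plate's average and above zero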;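 further: hits lower antibody fragment binding to DSG3; some compounds called inactive have numbers as strong as hits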
# LANA DNA inh: KSHV C-LANA DNA binding inhibition; inhibition, % at 9 µM; actives 0.078% (n = 340,000); MBP-C-LANA/FAM-LBS DNA binding, fluorescence polarization;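 active means highest replicate inhibition at or above 60% at 9 µM, even if other replicates fall short; inactive means all replicates below 60% inhibition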;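 further: 0% = neutral control wells and 100% = 4 µM acridine orange control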
# OPRM1-OPRD1 inv: inverse agonists of human mu-delta opioid receptor heterodimerization | P35372+P41143 | cell-based MOR-DOR heterodimer luminescence, inverse agonism | inhibition, % at 9.3 µM | actives 0.21% (n = 340,000) | AID 504357; in the data active means inhibition above about 22%, passing the limit was not always enough;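 further: 0% = cells with DMSO and 100% = wells without cells with DMSO; values of inactives mirror those of a sister screen read the other way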
# * marks the source's active call; other numbers are inactive results; / = no result given.
# Fields – Arr AP2 block	Cardiac RTF inh	MOR-DOR ag	Keap1-Nrf2 PPI	Wnt bcat act	cardiac RTF act	V-ATPase pH	DSG3 Ab inh	LANA DNA inh	OPRM1-OPRD1 inv
> C[C@@H](C(=O)NCCc1ccc(F)cc1)N1C(=O)N2CCc3c([nH]c4ccccc34)[C@@]2(C)C1=O
 : 2	-5	0.6	0	-2	-4	-2	102	1.8	-3
> O=C(CSc1nnc(-c2ccc(O)cc2)o1)N1CCOCC1
 : 7	-11	-2.5	-2	/	-8	-1	99	-1.5	14
> CCN(CC)C(=O)C1CCCN(Cc2cccc(Oc3ccccc3)c2)C1 (centres undefined)
 : 12	-1	1.0	-2	23	10	-2	/	-0.1	-5
> Cn1c(-c2ccc([N+](=O)[O-])cc2)nc2ccccc21
 : -9	-8	-0.7	-4	32*	6	2	102	-0.7	3
> CCN(CC)S(=O)(=O)c1ccc(C)c(NC(=O)CNCc2ccccc2OC)c1
 : 15	-10	-0.5	0	3	-1	-1	107	3.0	2
> CCOC(=O)C1CCCN(CCC(=O)Nc2ccc(Br)cc2)C1 (centres undefined)
 : 5	-7	-2.1	-6	3	0	1	115	-0.7	11
> O=[N+]([O-])c1cccc(/C=C2\CCC(/C=N/Nc3ccc4ccccc4n3)=C2N2CCOCC2)c1
 : 7	-4	-1.1	-4	-4	4	2	/	-2.4	5
> CCOc1ccccc1Nc1nc(N)nc(CSc2nncn2C)n1
 : 11	1	-1.0	5	/	-5	5	100	0.5	5
> CCOC(=O)[C@@H]1[C@H]2COc3ccc(Br)cc3[C@H]2N2C(=O)N(c3cccc(F)c3)C(=O)[C@]12C
 : 3	3	-0.6	2	-4	-8	-4	108	-0.5	4
> COc1ccc(OCCn2c(NC(=O)c3ccco3)nc3ccccc32)cc1
 : -6	-5	-0.2	-1	/	-1	-3	106	-1.5	1
> CCOc1ccc(NC(=S)NC(=O)c2cccnc2)c([N+](=O)[O-])c1
 : -11	-11	-2.6	1	0	0	-4	110	1.1	14
> CC1=C(C(=O)N2CCCC(N3CCN(c4cccc(Cl)c4)CC3)C2)OCCO1 (centres undefined)
 : -20	4	-2.7	3	3	-2	-1	108	1.0	15
> Cc1ccc(-c2nc3ncccc3o2)cc1NC(=O)C(C)C
 : 2	5	-2.0	1	1	1	-4	102	1.6	10
> COc1ccc(Nc2cnn(-c3nc4ccccc4s3)c(=O)c2Cl)cc1
 : 9	-10	-0.5	-5	-11	2	-24	99	2.2	3
> CC(=O)Nc1ccc(NC(=O)CSCc2cnn(-c3ccccc3)c2-n2cccc2)cc1
 : 18	-4	0.3	-5	-8	-1	5	103	0.8	-2
> CCOC(=O)c1cc(NC(=O)c2ccccc2)c(=O)n2c1oc1ccccc12
 : 20	-1	-2.0	-5	-2	0	0	102	0.1	10
> CC(C)n1c2ccccc2c2cc([N+](=O)[O-])ccc21
 : 8	10	-1.3	-1	-1	-2	-6	96	0.5	7
> Cc1cccc(N(CC(=O)Nc2ccccc2-c2ccccc2)S(=O)(=O)c2ccccc2)c1C
 : 38	-1	1.1	1	-8	1	-1	104	-1.5	-6
> CCC1(CC)C(=O)C(C)(C)C(=O)OC1c1ccccn1 (centres undefined)
 : 18	-8	1.2	-2	/	-2	0	102	-1.8	-7
> CC(C)N(C(=O)Cn1cnc2c(cnn2-c2ccccc2Cl)c1=O)C(C)C
 : 35	2	0.7	-4	-4	-4	0	101	1.3	-4
> O=C(NCCc1ccccn1)c1nc(Cn2cc(Br)cn2)no1
 : 21	-7	-1.6	-4	1	-6	0	95	-0.6	10
> COc1ccc(C2CC(c3cccs3)=NN2C(=O)COC(=O)C2CCCCC2)cc1OC (centres undefined)
 : 5	-6	2.0	-1	-1	-1	0	103	-3.2	-10
> C=CCNC(=O)C12CCC(C)(C(=O)[C@H]1Br)C2(C)C (some centres undefined)
 : -12	-1	-2.3	1	-2	-1	-3	/	-0.6	11
> CCC(Oc1ccccc1)C(=O)NCCCN1CCOCC1 (centres undefined)
 : -2	6	-2.5	0	1	7	4	103	-1.0	14
> O=S(=O)(Nc1cc(Cl)ccc1-n1cncn1)c1ccc(F)cc1
 : -6	-4	-3.2	-4	-3	1	1	/	0.0	13
> Cc1cc(-c2ccccc2)nc(N/N=C/c2ccc(O)cc2O)n1
 : -16	-3	2.9	-3	-1	-6	4	94	0.2	-14
> CCOC(=O)c1cc(S(=O)(=O)N2CCc3ccccc32)cn1C
 : 2	1	0.5	-3	-2	-4	0	105	-1.2	-2
> CC1N(O)C(c2ccc(Cl)cc2Cl)N(O)C1(C)C (centres undefined)
 : 13	-7	-0.9	-4	/	6	1	103	0.1	5
> O=C(CN1C(=O)c2ccc(Br)cc2C1=O)NCC1CCCO1 (centres undefined)
 : 18	-6	-0.9	-7	5	-4	3	/	-0.8	5
> Cc1ccc(-c2noc(CCCC(=O)NCC3CCCO3)n2)cc1 (centres undefined)
 : -18	-6	-1.9	2	0	6	0	94	0.2	10
> Cc1ccccc1Cn1cnc2c([N+](=O)[O-])c(C)c(C)cc21
 : -2	-4	0.8	-7	-4	6	-2	101	1.4	-4
> O=C(NN1C(=O)c2ccccc2C1=O)C1CC2CCC1C2 (centres undefined)
 : 8	-18	0.9	-1	1	8	-3	95	0.5	-4
> O=C(COc1ccccc1)Nc1ccccc1C(=O)NC1CC1
 : -8	2	-2.3	2	1	-6	-1	106	0.3	15
> O=C(c1ccco1)N1CCN(S(=O)(=O)c2ccc3c(c2)CCN3C(=O)C2CCC2)CC1
 : -5	-8	-1.3	5	2	6	-4	/	-1.0	8
> CCCNC(=O)[C@H]1N2C(=O)c3c(ccc(OC)c3OC)C2SC1(C)C (some centres undefined)
 : 11	-10	-2.0	-4	3	-2	2	108	-2.8	9
> Brc1ccc2ncnc(NCc3ccco3)c2c1
 : -9	9	-2.2	-2	2	-1	-1	97	0.0	13
> CCN(C(=O)CSc1nnc(Cc2ccccc2F)n1N)C1CCS(=O)(=O)C1 (centres undefined)
 : 3	1	-2.5	-5	/	0	4	101	-2.3	14
> COc1ccccc1NS(=O)(=O)c1ccc(C)c(C(=O)NCC2(N(C)C)CCCCC2)c1
 : 6	-9	0.7	-2	0	-4	0	/	0.0	-3
> CC(Oc1ccc(F)cc1)C(=O)Nc1cccc(-c2nn[nH]n2)c1 (centres undefined)
 : -7	-1	-2.6	-2	3	4	-1	94	2.2	18
> CCCN(CCC)C(=O)Cn1c2ccccc2c2nc(=O)cc(C)n21
 : 21	-3	-1.2	-1	1	3	-1	101	1.2	7

# An excerpt of the results above, for reference:
# Fields – Arr AP2 block	Cardiac RTF inh	MOR-DOR ag	Keap1-Nrf2 PPI	Wnt bcat act	cardiac RTF act	V-ATPase pH	DSG3 Ab inh	LANA DNA inh	OPRM1-OPRD1 inv
> O=C(CN1C(=O)c2ccc(Br)cc2C1=O)NCC1CCCO1 (centres undefined)
 : 18	-6	-0.9	-7	5	-4	3	/	-0.8	5
> Cc1ccc(-c2noc(CCCC(=O)NCC3CCCO3)n2)cc1 (centres undefined)
 : -18	-6	-1.9	2	0	6	0	94	0.2	10
> Cc1ccccc1Cn1cnc2c([N+](=O)[O-])c(C)c(C)cc21
 : -2	-4	0.8	-7	-4	6	-2	101	1.4	-4
> O=C(NN1C(=O)c2ccccc2C1=O)C1CC2CCC1C2 (centres undefined)
 : 8	-18	0.9	-1	1	8	-3	95	0.5	-4
> O=C(COc1ccccc1)Nc1ccccc1C(=O)NC1CC1
 : -8	2	-2.3	2	1	-6	-1	106	0.3	15
> O=C(c1ccco1)N1CCN(S(=O)(=O)c2ccc3c(c2)CCN3C(=O)C2CCC2)CC1
 : -5	-8	-1.3	5	2	6	-4	/	-1.0	8
> CCCNC(=O)[C@H]1N2C(=O)c3c(ccc(OC)c3OC)C2SC1(C)C (some centres undefined)
 : 11	-10	-2.0	-4	3	-2	2	108	-2.8	9
> Brc1ccc2ncnc(NCc3ccco3)c2c1
 : -9	9	-2.2	-2	2	-1	-1	97	0.0	13
> CCN(C(=O)CSc1nnc(Cc2ccccc2F)n1N)C1CCS(=O)(=O)C1 (centres undefined)
 : 3	1	-2.5	-5	/	0	4	101	-2.3	14
> COc1ccccc1NS(=O)(=O)c1ccc(C)c(C(=O)NCC2(N(C)C)CCCCC2)c1
 : 6	-9	0.7	-2	0	-4	0	/	0.0	-3
> CC(Oc1ccc(F)cc1)C(=O)Nc1cccc(-c2nn[nH]n2)c1 (centres undefined)
 : -7	-1	-2.6	-2	3	4	-1	94	2.2	18
> CCCN(CCC)C(=O)Cn1c2ccccc2c2nc(=O)cc(C)n21
 : 21	-3	-1.2	-1	1	3	-1	101	1.2	7

# Additional structures follow.
# Fields – Arr AP2 block	Cardiac RTF inh	MOR-DOR ag	Keap1-Nrf2 PPI	Wnt bcat act	cardiac RTF act	V-ATPase pH	DSG3 Ab inh	LANA DNA inh	OPRM1-OPRD1 inv
> CCOC(=O)N1CCN(C(=O)c2cccn3c(=O)c4cc(Cl)ccc4nc23)CC1
 : 20	-1	-2.9	-3	/	-3	0	103	-0.7	15
> CS(=O)(=O)N1CCCC(C(=O)NCCCN2CCC(Cc3ccccc3)CC2)C1 (centres undefined)
 : 7	-3	-1.1	-7	/	12	-4	110	-1.4	7
> CCOC(=O)C1=C(O)C(=O)N(c2ccc(S(N)(=O)=O)cc2)C1c1ccc(Cl)cc1 (centres undefined)
 : -3	-15	-3.2	1	/	1	1	99	0.8	16
> O=S(=O)(Nc1cccc(-c2nc3cccnc3s2)c1)c1ccc2c(c1)CCCC2
 : 6	8	-0.2	-2	-2	-2	1	109	-0.4	1
> COCCNc1ccnc2c(Cl)cccc12
 : -2	6	-0.8	-1	-3	-2	1	94	-0.1	5
> O=C(Cc1ccc(NC(=O)C2CCCN(C(=O)C3CCC3)C2)cc1)Nc1ccc(C(=O)N2CCOCC2)cc1 (centres undefined)
 : -9	-11	-2.1	-1	-2	-9	1	98	1.7	10
> CCOc1cc(S(=O)(=O)N2CCN(Cc3ccccc3)CC2)ccc1Br
 : -3	-1	2.8	-8	-2	1	1	/	0.1	-13
> COc1ccccc1CNC(=O)c1ccncc1
 : 8	-11	-2.3	1	1	10	1	103	-0.7	11
> CCC(=O)Nc1cccc(NC(=O)CSc2nnc(C(C)C)n2CC)c1
 : 4	-5	-3.0	4	/	2	-2	90	1.5	18
> O=C(NCc1ccccc1)C(c1ccc(F)cc1)N(Cc1cccs1)C(=O)c1cnccn1 (centres undefined)
 : 38	-6	-1.6	-5	/	0	0	100	-1.7	8
> COc1ccc(Cc2cc(NCc3ccccc3)c3ncn(C(C)C)c3c2)cc1
 : 15	-10	5.8	-3	-9	4	-2	104	1.5	-27
> COc1ccc(N2CC(C(=O)NNC(=O)c3ccc(Br)cc3)CC2=O)c(OC)c1 (centres undefined)
 : -3	-12	-1.5	1	-1	-2	0	98	-0.4	10
> COC(=O)Nc1ccc(Oc2ccccc2)cc1
 : -17	-2	1.8	1	/	-1	2	103	-1.3	-8

# Screening data as filed in PubChem.

# Outcome played no part in choosing rows. Share with any hit: about 3.1%.
